FBPA Giardia inh: qHTS Assay for Inhibitors of Fructose-1,6-bisphosphate Aldolase from Giardia Lamblia; A8B2U2; purified Giardia FBPA; Potency, µM (series often up to 59.6 µM), for inactives: top-dose activity, negative = inhibition, most hits filed as inhibitors; 290,000 tested, 0.71% active; AID 2451, 2010; note: potency is the fitted concentration of half-maximal effect; % is set by controls: 0 for no effect and ±100 for the full control effect; nearly all actives have a fitted effect of over 55% in size
Target sequence (A8B2U2 whole entry, looked up): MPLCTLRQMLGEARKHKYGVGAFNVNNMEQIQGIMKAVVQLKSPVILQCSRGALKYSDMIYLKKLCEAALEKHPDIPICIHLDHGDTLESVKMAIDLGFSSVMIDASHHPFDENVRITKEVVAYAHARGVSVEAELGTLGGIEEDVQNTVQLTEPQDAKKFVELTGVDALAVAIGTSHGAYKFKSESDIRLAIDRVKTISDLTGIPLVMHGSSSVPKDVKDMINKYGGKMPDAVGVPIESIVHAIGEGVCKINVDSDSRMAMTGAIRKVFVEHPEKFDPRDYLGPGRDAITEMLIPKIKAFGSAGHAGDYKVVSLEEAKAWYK
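Giardia FBPA (40 nM reagent) was preincubated 10 min at RT with compound (up to 57.5 uM final), then substrate plus GAPDH/TPI/NAD/arsenate coupling system with diaphorase/resazurin was added; resorufin fluorescence (525/598 nm) was read after 20 min.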
Pf growth 48h: Primary qHTS for delayed death inhibitors of the malarial parasite plastid, 48 hour incubation. P. falciparum luciferase growth in erythrocytes, 48 h. AID 504832, 2011. 310,000 tested, 5.9% active. Potency, µM (titrated, usually from 28.7 µM), for inactives: top-dose activity change, negative = inhibition, hits mostly inhibitors; note: potency is the fitted concentration of half-maximal effect; % is set by controls: 0 for no effect and ±100 for the full control effect
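Read-out is firefly luciferase luminescence from an integrated reporter in P. falciparum, so falling signal marks reduced parasite growth. Infected erythrocytes were at 2% hematocrit and 0.1% parasitemia (final) in Albumax-supplemented RPMI 1640.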
Sm TGR block: qHTS Assay for the Inhibitors of Schistosoma Mansoni Peroxiredoxins; Schistosoma mansoni thioredoxin glutathione reductase (TGR), Q962Y6; purified TGR, DTNB reduction, TNB absorbance 405 nm; Potency, µM (series often up to 114 µM), for the others: at the top dose activity change, negative = inhibition, most hits filed as inhibitors; 360,000 tested, 3% active; AID 485364, 2010; note: potency is the fitted concentration of half-maximal effect; % is set by controls: 0 for no effect and ±100 for the full control effect; nearly all actives have a fitted effect of over 60% in size
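TGR 20 nM + NADPH 100 uM (dispensed conc.), cpd preinc 15 min RT; start with NADPH (500 uM addition) then DTNB (15 mM addition). Kinetic TNB absorbance, 405 nm filter. Four-parameter Hill fit across titration.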
Pf growth 96h: Primary qHTS for delayed death inhibitors of the malarial parasite plastid, 96 hour incubation | P. falciparum luciferase reporter growth, 96 h | Potency, µM (top dose mostly 28.7 µM), inactives show at the highest dose activity change, negative = inhibition, usual class: inhibitors | 320,000 tested, 6.9% active | AID 504834, 2011; note: potency is the fitted concentration of half-maximal effect; % is set by controls: 0 for no effect and ±100 for the full control effect
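P. falciparum expressing integrated firefly luciferase, in erythrocytes at 2% hematocrit, 0.05% parasitemia, incubated with compounds 96 h at 37 C, 5% CO2. Growth inhibition read as loss of luminescence; two-generation exposure targets delayed-death apicoplast inhibitors.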
Shiga toxin inh: A qHTS for Small Molecule Inhibitors of Shiga Toxin | Vero cells, Shiga toxin protein synthesis inhibition reporter | inhibition, % at 38.7 µM | 290,000 tested, 9.2% active | AID 2315, 2010; in the data active = inhibition mostly above about 28%, no sharp cut-off; inactive = mostly below about 43%; note: 0% is about no effect
Cycloheximide cs: Cycloheximide Counterscreen for Small Molecule Inhibitors of Shiga Toxin; cell reporter, cycloheximide protein synthesis inhibition counterscreen; max response, %; 300,000 tested, 12% active; in the data active = max response mostly above about 13%, no sharp cut-off; inactive = mostly below about 14%; note: read at 38.3 µM for the half of the compounds with a filed dose; 0% is about no effect
The depositor's hits bear a star; & = joins results of further samples; [ ] = remark or other dose. Unless noted, calls come from the whole dose curve; as a rule, active = well fitted curve in the direction sought with a large enough effect; inconclusive = small, poorly fitted or top-dose-only effect, or another doubt; inactive = no such curve, though single readings can be large; an effect the other way counts as inactive or inconclusive.

For O=C(O)/C=C/C(=O)Nc1ccc(C(=O)c2ccccc2)cc1 the results were FBPA Giardia inh 6%, Pf growth 48h -19%, Sm TGR block -15%, Pf growth 96h inconclusive, Shiga toxin inh -12 and Cycloheximide cs -1.
Cc1cc(=O)[nH]c(SCc2ccccc2)n1 was read as FBPA Giardia inh -26%, Pf growth 48h 12µM*, Sm TGR block 3%, Pf growth 96h 3%, Shiga toxin inh 0 and Cycloheximide cs 2.
Screening COc1ccc([C@H]2CC(=O)C=C(c3ccc(C(=O)O)cc3)C2)cc1OC returned Pf growth 48h 19%, Sm TGR block -4% and Pf growth 96h inconclusive.
Screening CN(C)C(=O)c1nc2ccc(Cl)cn2c1CNCc1cccc(OC(F)(F)F)c1 returned FBPA Giardia inh -8%, Pf growth 48h inconclusive, Sm TGR block 2%, Pf growth 96h -21%, Shiga toxin inh 15 and Cycloheximide cs 1.
COCCCNc1nc2c(c(=O)n(C)c(=O)n2C)n1Cc1cccc(OC)c1 was read as FBPA Giardia inh -6%, Pf growth 48h -24%, Sm TGR block 1%, Pf growth 96h inconclusive, Shiga toxin inh 9 and Cycloheximide cs -4.
O=C(N/N=C/c1ccccc1O)C1CC(=O)N(c2ccc(F)cc2)C1 (stereo not drawn) was read as Pf growth 48h inconclusive, Sm TGR block 4%, Pf growth 96h inconclusive, Shiga toxin inh 5 and Cycloheximide cs 2.
Cc1cccc(NC(=O)CCc2ccc(C)o2)c1 was read as FBPA Giardia inh 2%, Pf growth 48h 16%, Sm TGR block 35µM*, Pf growth 96h inconclusive, Shiga toxin inh 46 and Cycloheximide cs 18*.
Screening O=C(O/N=C1\CCS(=O)(=O)c2sccc21)c1ccc(F)cc1 returned FBPA Giardia inh 0%, Pf growth 48h 0%, Sm TGR block -34%, Pf growth 96h 64%[activator], Shiga toxin inh 78* and Cycloheximide cs 37*.
`Cc1cc(C(=O)Nc2ccccn2)cs1` gave FBPA Giardia inh 0%, Pf growth 48h 433%[activator], Sm TGR block -3%, Shiga toxin inh 48* and Cycloheximide cs 37*.
Screening Oc1c(Br)c(Br)c(Br)c(Br)c1Br returned Pf growth 48h 4%, Sm TGR block 3.5µM* and Pf growth 96h 29%.
Screening CCOC(=O)c1[nH]cnc1C(=O)Nc1cccc(Cl)c1 returned FBPA Giardia inh -2%, Pf growth 48h 0%, Pf growth 96h inconclusive, Shiga toxin inh -16 and Cycloheximide cs -2.
CCOC(=O)c1nn(-c2ccccc2)c(=O)cc1OCC(=O)Nc1cc(C)ccc1C was read as Pf growth 48h inconclusive, Sm TGR block 6% and Pf growth 96h 16%.
For O=C(NCc1ccco1)C1CCN(S(=O)(=O)c2cccc([N+](=O)[O-])c2)CC1 the results were FBPA Giardia inh -1%, Pf growth 48h 9.3µM*, Sm TGR block -23%, Pf growth 96h -10%, Shiga toxin inh -5 and Cycloheximide cs -2.
`CNC(=O)COC(=O)/C=C/c1ccco1` gave FBPA Giardia inh 2%, Pf growth 48h -4%, Sm TGR block 25µM*, Pf growth 96h 11%, Shiga toxin inh -3 and Cycloheximide cs -5.
For O=C(COc1ccc(S(=O)(=O)N2CCOCC2)cc1)NCCc1ccccc1 the results were Pf growth 48h inconclusive, Sm TGR block -1% and Pf growth 96h 9%.
Screening CC1CCN(CC(O)COC2CC(C)CCC2C(C)C)CC1 (stereo not drawn) returned FBPA Giardia inh 2%, Pf growth 48h 12µM*, Pf growth 96h inconclusive, Shiga toxin inh 18 and Cycloheximide cs -3.
For O=C(c1cccc([N+](=O)[O-])c1)N1CCN(c2ncccn2)CC1 the results were FBPA Giardia inh 1%, Sm TGR block 0%, Pf growth 96h 33%[activator], Shiga toxin inh -4 and Cycloheximide cs 0.
For CC[C@H](C)[C@H](N)C(=O)N[C@@H](CC(N)=O)C(=O)N1CCC[C@H]1C(=O)N[C@H](C(=O)N[C@@H](Cc1ccc(O)cc1)C(=O)N[C@@H](CCCN=C(N)N)C(=O)N[C@@H](CC(C)C)C(=O)N[C@@H](CCCN=C(N)N)C(=O)N[C@@H](Cc1ccc(O)cc1)C(N)=O)[C@@H](C)CC the results were FBPA Giardia inh 0%, Shiga toxin inh -4 and Cycloheximide cs -5.
Cc1ccc(N(C(=O)c2csnn2)C(C(=O)NCc2ccccc2)c2ccccn2)cc1 (stereo not drawn) was read as FBPA Giardia inh -5%, Pf growth 48h 5%, Sm TGR block -5%, Pf growth 96h -2%, Shiga toxin inh 5 and Cycloheximide cs -2.
CCOc1ccc(NC(=O)CCc2nnc3ccc(N4CCC(C)CC4)nn23)cc1 was read as FBPA Giardia inh 4%, Pf growth 48h 9.3µM*, Sm TGR block -3%, Pf growth 96h inconclusive, Shiga toxin inh -12 and Cycloheximide cs 7.
CCOC(=O)Cn1cc(/C=N/N2C(=O)C3C4C=CC(C4)C3C2=O)c2ccccc21 (stereo not drawn) was read as FBPA Giardia inh -3%, Pf growth 48h 20%, Pf growth 96h 21%, Shiga toxin inh 29 and Cycloheximide cs 9.
CCc1ccc(CNC(=O)C2CCC(=O)N2C2CCCCC2)cc1 (stereo not drawn) was read as FBPA Giardia inh 4%, Sm TGR block -23%, Pf growth 96h 27%, Shiga toxin inh -16 and Cycloheximide cs -3.
For Cc1ccccc1N1CCN(S(=O)(=O)c2nnc(NC(=O)c3ccco3)s2)CC1 the results were FBPA Giardia inh 28%, Pf growth 48h 10%, Sm TGR block -31%, Pf growth 96h inconclusive, Shiga toxin inh -5 and Cycloheximide cs -8.
For Cc1cccc(C)c1NC(=O)CCCCCC1NC(=O)NC1C (stereo not drawn) the results were FBPA Giardia inh 10%, Pf growth 48h 16%, Sm TGR block 25µM*, Pf growth 96h 34%[activator], Shiga toxin inh 1 and Cycloheximide cs -5.
For COc1ccc(C(=O)Nc2ccccc2[N+](=O)[O-])cc1S(=O)(=O)N1CCOCC1 the results were Pf growth 48h -14%, Sm TGR block 3%, Pf growth 96h inconclusive, Shiga toxin inh -8 and Cycloheximide cs -1.
Cc1[nH]c(=O)[nH]c(=O)c1Cc1cccc2ccccc12 was read as FBPA Giardia inh 2%, Pf growth 48h 28%, Sm TGR block -3%, Pf growth 96h 167%[activator], Shiga toxin inh 7 and Cycloheximide cs -2.
Screening COc1ccc(/C=N/N=C/c2ccc(OC)c(O)c2)cc1O returned Pf growth 48h inconclusive, Sm TGR block -1%, Pf growth 96h 7%, Shiga toxin inh 55 and Cycloheximide cs 36*.
For CCOc1ccc(NC(=O)COc2cccc3c2CCN(Cc2cccnc2)C3=O)cc1 the results were Pf growth 48h 12µM*, Sm TGR block -3%, Pf growth 96h inconclusive, Shiga toxin inh -16 and Cycloheximide cs 0.
For COc1ccc(C)cc1N(CC(=O)Nc1ccc(S(=O)(=O)N2CCOCC2)cc1)S(C)(=O)=O the results were FBPA Giardia inh 7%, Pf growth 48h -17%, Sm TGR block 7%, Pf growth 96h -5%, Shiga toxin inh 5 and Cycloheximide cs -3.
CC(O)CNCc1cccc2ccccc12 (stereo not drawn) was read as FBPA Giardia inh -12%, Pf growth 48h 16%, Sm TGR block 6%, Pf growth 96h -3%, Shiga toxin inh -2 and Cycloheximide cs 0.
Screening COc1ccc(C(=O)NCc2nnc(SCC(=O)c3ccccc3)n2C)cc1OC returned Pf growth 48h -19%, Sm TGR block -1% and Pf growth 96h inconclusive.
`CC1(C)Cc2c(sc3ncnc(NNC(=S)NCc4ccccc4)c23)CO1` gave FBPA Giardia inh 11%, Pf growth 48h -19%, Sm TGR block 3%, Pf growth 96h inconclusive, Shiga toxin inh 7 and Cycloheximide cs -4.
`CCc1nn(C(C)C(=O)NCCN2CCCCCC2)c(=O)c2cc3occc3n12` (stereo not drawn) gave FBPA Giardia inh -13%, Pf growth 48h -5%, Sm TGR block -31%, Pf growth 96h -27%, Shiga toxin inh -4 and Cycloheximide cs -4.
For Cc1cc([N+](=O)[O-])cc(/C=N\NC(=O)C2COc3ccccc3O2)c1O (stereo not drawn) the results were FBPA Giardia inh 28%, Pf growth 48h inconclusive, Sm TGR block 0%, Pf growth 96h inconclusive, Shiga toxin inh -16 and Cycloheximide cs -1.
Screening O=C(Cn1cc2c(n1)CCCC2)NCc1cccnc1 returned FBPA Giardia inh -3%, Pf growth 48h 6%, Sm TGR block -1%, Pf growth 96h inconclusive, Shiga toxin inh -6 and Cycloheximide cs 8.
For O=C(COC(=O)C1CC1)Nc1ccccc1Sc1ccccc1 the results were FBPA Giardia inh 2%, Pf growth 48h -18%, Sm TGR block -3%, Pf growth 96h -9%, Shiga toxin inh -8 and Cycloheximide cs -4.
`CSc1ccc(C2C3(C#N)C(N)=NC4(OCCO4)C23C#N)cc1` (stereo not drawn) gave FBPA Giardia inh -3%, Pf growth 48h 0%, Sm TGR block 1%, Pf growth 96h inconclusive, Shiga toxin inh -8 and Cycloheximide cs 1.
For C[C@H](NC(=O)c1nc[nH]c1C(=O)N[C@@H](Cc1ccccc1)C(=O)OCc1ccccc1)C(=O)OC(C)(C)C the results were FBPA Giardia inh inconclusive, Pf growth 48h 7.4µM*, Sm TGR block 3%, Pf growth 96h inconclusive, Shiga toxin inh -4 and Cycloheximide cs 5.
`CN1CCC(N(C)C(=S)NCCc2ccccc2)CC1` gave FBPA Giardia inh 2%, Pf growth 48h -3%, Sm TGR block 28%, Pf growth 96h 25%, Shiga toxin inh 22 and Cycloheximide cs 16.
CCc1c(C)c2ccc(O)c(CN3CCCC3)c2oc1=O was read as FBPA Giardia inh 7%, Pf growth 48h inconclusive, Sm TGR block -1%, Pf growth 96h 12µM*, Shiga toxin inh -6 and Cycloheximide cs 4.
OCCCCNCc1ccc(OCc2ccccc2Cl)cc1 was read as FBPA Giardia inh 0%, Pf growth 48h inconclusive, Sm TGR block 13%, Pf growth 96h inconclusive, Shiga toxin inh 26 and Cycloheximide cs 25*.
`Cc1c(CC(=O)O)c(=O)oc2cc(OCc3nn[nH]n3)ccc12` gave FBPA Giardia inh 5%, Pf growth 48h 4%, Sm TGR block 10%, Pf growth 96h 17%, Shiga toxin inh -18 and Cycloheximide cs -3.
`Cc1ccccc1NC(=O)CNc1ccc(Cl)c(C(F)(F)F)c1` gave FBPA Giardia inh 1%, Pf growth 48h 3%, Sm TGR block -18%, Pf growth 96h inconclusive, Shiga toxin inh -2 and Cycloheximide cs -1.
CN1CCN(S(=O)(=O)c2cccc(C(=O)Nc3sccc3C(N)=O)c2)CC1 was read as Pf growth 48h 13µM*, Sm TGR block -22% and Pf growth 96h inconclusive.
For COC(=O)[C@@H]1C[C@@]2(O)[C@@H](O)[C@@H](O)[C@@H](O)C[C@H]2N1CC(c1ccccc1)c1ccccc1 the results were FBPA Giardia inh 4%&7%, Pf growth 48h 36%[activator], Sm TGR block -4%, Pf growth 96h 53%[activator], Shiga toxin inh -10 and Cycloheximide cs -6.

Among those listed so far, three contain a COOH group:
For O=C(O)/C=C/C(=O)Nc1ccc(C(=O)c2ccccc2)cc1 the results were FBPA Giardia inh 6%, Pf growth 48h -19%, Sm TGR block -15%, Pf growth 96h inconclusive, Shiga toxin inh -12 and Cycloheximide cs -1.
Screening COc1ccc([C@H]2CC(=O)C=C(c3ccc(C(=O)O)cc3)C2)cc1OC returned Pf growth 48h 19%, Sm TGR block -4% and Pf growth 96h inconclusive.
`Cc1c(CC(=O)O)c(=O)oc2cc(OCc3nn[nH]n3)ccc12` gave FBPA Giardia inh 5%, Pf growth 48h 4%, Sm TGR block 10%, Pf growth 96h 17%, Shiga toxin inh -18 and Cycloheximide cs -3.

Screening data (PubChem)
